Source: PubChem BioAssay (several laboratories)
Insulin prom up: insulin promoter activators in MIN6 cells, imaging, high-content screening, mouse beta cells. AID 1625, 2009. MIN6 insulin promoter-GFP reporter; hits give high values. z-score at 5 µM. hit rate 0.3% among 190,000;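 active means z-score above 3 at 5 µM with at least 500 cells counted in the well; inconclusive means wells under 500 cells, flagged as cytotoxic or low count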
WT yeast gro inh: growth inhibition of WT strain, primary screen, mitochondrial fusion inhibitor project, WT and mutant strains, chemical genetic | inhibition, % at 10 µM | mitochondrial fusion phenotypic screen | AID 1362, 2008 | hit rate 2.1% among 190,000; in the data active means inhibition above about 58%; tested in S. cerevisiae
Dynein cargo inh: inhibitors of GR-EGFP nuclear translocation, primary screen, dynein cargo transport inhibitor project, imaging, high-content, 3617.4 mouse cells | test concentration mostly 20 µM; stimulated with dexamethasone, 1 µM; hits give low values | hit rate 0.47% among 220,000 | AID 1381, 2008 | z-score, hits read low;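 active means plate z-score of nuclear minus cytoplasmic receptor signal below a set negative limit, without overly bright fluorescence or cell loss, cut at about -3.5 in these data, passing the limit was not always enough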;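 further: z-score of nuclear minus cytoplasmic ring GR-EGFP intensity difference per well; some compounds called inactive have numbers as strong as hits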
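Buffer or medium: tet-free medium with charcoal-stripped serum / Also added: dexamethasone agonist, 1.0 µM final, for 30 min / Timing: induction 48 h, compound 1 h, agonist 30 min / Measured by: high-content fluorescence imaging after fixation / Read-out: nuclear-to-cytoplasmic GR-EGFP distribution per well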
Yfh1-depleted yeast: enhancers of respiration in Yfh1-depleted yeast, dose response, Friedreich's ataxia, plus single-dose screen (AID 1465); S. cerevisiae Yfh1-off respiration, WST-1 reduction, 72 h; higher fold induction means a stronger effect; fold induction at 50 µM; hits with a dose series show EC50 in µM; hit rate 0.074% among 220,000;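 active means fold induction of absorbance versus untreated yeast above a set limit, then at least 30% activation at any dose in follow-up; inconclusive means repeats straddling the limit, or above it without dose testing; inactive means fold induction below the set limit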;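 further: activators that raise dye reduction in frataxin-depleted yeast; strong numbers were not always called active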
Autophagy HCS: autophagy modulators in MEF cells, primary screen, imaging, high-content, MEF GFP-LC3 | MEF GFP-LC3 puncta imaging; test concentration mostly 10 µM | calls only at 10 µM (by protocol) | hit rate 0.98% among 190,000 | AID 463193, 2010;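 active means percentage of spot-positive cells more than 3 SD above its plate mean, without a fluorescence outlier flag or 80% toxicity; inconclusive means no clear call, values can overlap the other calls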;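 further: spot-positive cell cutoff set from DMSO-treated cells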
MT stabilize HCS: microtubule stabilizers in HeLa cells, primary screen, imaging, high-content imaging; HeLa tubulin immunostaining HCS, 24 h; share of cells brighter than vehicle mean+2SD; % tubulin-high responders, % at 10 µM; hit rate 0.83% among 200,000;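 active means plate Z-score above 3 for both tubulin-high and condensed-nucleus cell shares, with cell loss under 80%, at 10 µM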;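 further: anti alpha tubulin signal scored within the nucleus-defined area of each cell; some results filed as inactive read as strong as hits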
HIV fusion peptide: inhibitors of HIV fusion peptide binding, primary screen, biochemical, uHTS, fluorescence dequenching (AID 1986); cell-free peptide binding, fluorescence dequenching, 30 min; higher % means a stronger effect; inhibition, % at 20 µM, or IC50 in µM where a hit was titrated; hit rate 0.3% among 290,000; in the data active means inhibition mostly above about 52%, no sharp cut-off; inactive means mostly below about 76%; further: some results filed as inactive read as strong as hits
AID2073: inhibitors of Mint1-CaV2.2 protein interaction, biochemical, HTRF (AID 2073); Voltage-dependent N-type calcium channel subunit alpha-1B (Homo sapiens); HTRF protein-protein interaction, Mint1-CaV2.2; higher % means a stronger effect; one-dose inhibition, % at 20 µM; IC50 in µM for titrated hits; hit rate 0.19% among 290,000; in the data active means inhibition mostly above about 51%, no sharp cut-off; inconclusive means no clear call, values can overlap the other calls; inactive means mostly below about 53%; further: some results filed as inactive read as strong as hits
bCat nuc transl: modulators of beta-catenin nuclear translocation, primary screen, imaging, HeLa cells, immunofluorescence, high-content; nuclear translocation activity, % at 5 µM; hit rate 0.3% among 190,000; AID 1665, 2009;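 active means nuclear translocation activity above 50% at 5 µM, with a well cell count of 50 or more; inconclusive means wells under 50 cells across six images, flagged as toxic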;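 further: per-cell ratio of nuclear to cytoplasmic median beta-catenin stain intensity; plate controls were DMSO negative control for no effect and GSK-3 inhibitor IX positive control for full effect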
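Test system: human HeLa cell line; Doses: 5 µM primary, 0.02–20 µM confirmation; Incubation: 24 h compound exposure, 37°C; Detection: beta-catenin immunofluorescence imaging with DAPI; Read-out: beta-catenin nuclear/cytoplasmic ratio, % activation.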
WT yeast gro inh mutant strain: recorded beside WT yeast gro inh, whose call it bears; inhibition, %; mitochondrial fusion phenotypic screen, mutant strain inhibition
Dynein cargo inh cytoplasmic EGFP: second read-out of Dynein cargo inh, no call of its own (marks repeat the call); z-score; measured here: cytoplasmic GR-EGFP intensity; hits give high values
Dynein cargo inh nuclear GR-EGFP: second read-out of Dynein cargo inh, no call of its own (marks repeat the call); z-score; measured here: nuclear GR-EGFP intensity;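 lower value marks the stronger effect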
Dynein cargo inh cell count: second read-out of Dynein cargo inh, no call of its own (marks repeat the call); z-score; measured here: cell count per field
Insulin prom up cell count: also measured in Insulin prom up; calls as there; cell count; measured here: cytotoxicity, nuclei count;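 total cells summed across four imaged fields per well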
bCat nuc transl cell count 5 µM: recorded beside bCat nuc transl, whose call it bears; cell count; measured here: cell count, cytotoxicity flag
MT stabilize HCS Hoechst-high %: further read-out of MT stabilize HCS, marked with its call; % Hoechst-high responders; measured here: nuclear condensation Hoechst responders;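 share of cells brighter than vehicle mean plus two SD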
MT stabilize HCS cytotoxicity %: also measured in MT stabilize HCS; calls as there; toxicity, %; measured here: cytotoxicity by cell density;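 0% = mean cell density of plate MIN control wells and 100% = no cells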
Autophagy HCS cell loss 18 h: second read-out of Autophagy HCS, no call of its own (marks repeat the call); toxicity, %; measured here: cell loss, nuclei count;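 cell loss after 18 h compound exposure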
The depositor's hits bear a star; i = inactive; u = inconclusive; x = no result given.

#	SMILES	Insulin prom up	Insulin prom up cell count	WT yeast gro inh	WT yeast gro inh mutant strain	Dynein cargo inh	Dynein cargo inh cytoplasmic EGFP	Dynein cargo inh nuclear GR-EGFP	Dynein cargo inh cell count	Yfh1-depleted yeast	Autophagy HCS	Autophagy HCS cell loss 18 h	MT stabilize HCS	MT stabilize HCS Hoechst-high %	MT stabilize HCS cytotoxicity %	HIV fusion peptide	AID2073	bCat nuc transl	bCat nuc transl cell count 5 µM
1	CC(C)CCCNc1nc(N2CCOCC2)nc(N2CCOCC2)n1	-0.23	1503	-8	-3	-0.66	-0.23	-0.023	0.38	i	i	-6	3.2	2.9	8.4	3.4%	-2%	-3.6	1103
2	CC(=O)Nc1ccc(Oc2cncc(Cl)c2)nc1	-0.13	1015	x	x	-0.82	-0.23	-0.083	1.6	i	x	x	x	x	x	-0.4%	13%	2.0	1325
3	Cc1cc(C)c(NC(=S)N(C)C)c(C)c1	1.4	1406	x	x	-0.88	-0.2	-0.4	0.32	i	x	x	x	x	x	0.0%	-17%	1.0	1270
4	O=C(COC(=O)c1ccc(Br)o1)Nc1nc2c(F)c(F)c(F)cc2s1	0.13	1469	x	x	-0.41	0.059	-0.23	0.87	i	x	x	x	x	x	13%	31%	0.8	1118
5	CCOC(=O)C(C)Sc1nc(-c2ccccn2)ncc1OC (stereo not drawn)	-0.3	1070	17	29	-0.42	-0.35	0.11	0.33	i	i	17	3.2	3.6	7.9	3.2%	0%	0.5	1153
6	COc1cc2ccccc2cc1C(=O)NCC(c1cccs1)N(C)C (stereo not drawn)	-0.04	1089	-2	-7	0.065	-0.27	-0.12	-0.18	i	i	-1	4.0	1.7	11	-0.8%	1%	0.4	1111
7	Cc1ccc(CNC(=O)/C=C/c2ccc(S(=O)(=O)N3CCOCC3)cc2)cc1	0.36	1230	-9	-8	-0.63	-0.29	-0.51	0.41	i	i	-2	6.2	2.0	7.1	0.7%	-2%	1.2	501
8	O=C(O)C1CCN(C(=O)c2ccccc2C(=O)N2CCC(C(=O)O)CC2)CC1	0.7	912	-3	-3	0.1	-0.15	0.29	0.33	i	i	-7	2.9	1.3	9.0	4.0%	-6%	x	x
9	Cc1cc(C)n2c(SCCC(C)C)nnc2n1	0.01	1154	2	8	0.68	-0.071	1.2	-0.3	i	i	3	4.4	1.6	11	5.0%	10%	-2.4	898
10	CCN(CC(=O)Nc1ccc(NC(C)=O)cc1)CC(=O)Nc1ccccc1C(=O)c1ccccc1	-0.81	1022	8	-5	1.6	-0.17	0.88	-0.73	i	i	29	5.7	3.6	7.6	-1.7%	9%	0.7	1111
11	CCNC(=O)N1c2ccccc2Sc2ccccc21	-0.49	1409	-9	5	0.19	-0.33	0.54	-0.2	i	i	3	3.9	2.0	5.5	-0.1%	-2%	1.5	1463
12	Cn1c(NCCCO)nc2ccccc21	1.1	1035	-5	-3	0.95	0.22	0.72	-2.3	i	i	6	2.4	1.3	7.8	0.7%	-3%	x	x
13	CNC(=O)c1ccccc1F	0.53	882	20	26	-1.1	0.17	-0.28	0.56	i	i	-1	1.3	1.1	12	-0.1%	4%	-1.8	1230
14	NC(=O)c1cc2c(s1)-c1cc(Cl)ccc1SC2	-0.6	1142	x	x	1.6	-0.18	1.6	-1.9	i	x	x	x	x	x	0.9%	27%	1.3	1134
15	CCCn1c(SCc2nc(-c3cccs3)no2)nnc1-c1ccncc1	-1.8	529	11	8	-0.17	-0.21	-0.28	0.064	i	i	28	4.4	2.2	7.9	2.3%	u	-0.7	961
16	Cc1ccc(Nc2nc(CSc3nnnn3C)cs2)cc1	-0.31	1684	-22	5	0.5	-0.27	0.42	-0.12	i	i	6	1.5	2.0	11	1.2%	4%	-0.1	1058
17	Cc1nnc(SCC(=O)c2ccc(Br)cc2)s1	0.34	1437	-7	4	-0.41	-0.19	-0.59	0.13	i	i	-5	1.9	2.4	7.2	-0.1%	-1%	-0.4	1455
18	Cc1nc(N(C)Cc2ccccc2)c2nnn(Cc3ccccc3)c2n1	x	x	80*	48*	-0.36	0.072	0.12	-0.25	i	i	-6	0.7	0.7	3.9	-2.7%	-1%	-0.8	1154
19	O=[N+]([O-])c1cc(CN2CCCC2)ccc1Sc1ccc(Cl)cc1	-0.82	1322	52	49	-0.45	-0.32	-0.28	0.85	i	i	22	2.2	2.0	10	1.4%	-1%	0.7	1489
20	COCCn1c(SC(C)C(=O)Nc2ncc(Cl)cc2Cl)nc2ccccc21 (stereo not drawn)	-0.58	961	-5	-13	-0.59	-0.15	-0.035	0.55	i	i	-6	1.2	0.6	8.0	0.3%	-5%	0.0	1121
21	O=c1[nH]c2ccc(NS(=O)(=O)c3ccc4ccccc4c3)cc2[nH]1	-0.37	1634	0	4	0.075	-0.29	0.27	0.37	i	i	8	4.3	1.9	4.8	-0.3%	-7%	-3.0	1074
22	COc1ccccc1/C=C(\C#N)C(=O)Nc1ccc(S(N)(=O)=O)cc1	0.5	1592	-9	-9	-0.36	-0.17	-0.21	0.56	i	i	-16	2.5	2.5	6.5	1.6%	-4%	-2.9	1085
23	Cc1ccc(N2C(=O)N(CC(=O)N(C)Cc3ccccc3)C(=O)C2C)cc1 (stereo not drawn)	0.42	871	-16	-11	1.3	-0.03	0.86	-0.32	i	i	-8	1.2	1.5	4.2	-1.7%	-6%	2.1	960
24	Cc1ccc(Cn2nnc3c(=O)n(CC(=O)N4CCN(c5ccccc5)CC4)cnc32)cc1	x	x	-14	-4	-0.12	-0.15	0.43	-1.4	i	i	6	4.1	1.7	3.8	-3.4%	-4%	x	x
25	COCCCNCCCCOc1ccc(Br)cc1C	-0.41	1282	32	49	-0.49	-0.27	-0.7	0.86	i	i	0	3.7	3.1	6.5	0.9%	6%	-2.2	566
26	O=S(Cc1ccc(Br)cc1)Cc1nnc(SCc2ccc(Br)cc2)n1-c1ccccc1 (stereo not drawn)	-1.9	581	82*	-3.4*	-0.25	0.036	0.81	-0.87	i	i	-2	4.1	3.2	4.9	-2.6%	5%	-3.7	532
27	CCOC(=O)c1ccc(-c2ccc(/C=C(\C#N)C(=O)NCc3cccs3)o2)cc1	-0.42	1422	9	25	0.45	-0.21	0.33	0.31	i	i	-16	1.9	2.3	9.1	4.4%	25%	x	x
28	CC(/C=C/c1ccco1)=N\NC(=O)C(O)c1ccccc1 (stereo not drawn)	-4.5	580	-11	12	-0.13	-0.12	-0.056	-0.45	i	i	1	2.0	2.9	7.2	23%	32%	-6.3	610
29	COc1cc2cc(Oc3ccc4ccc(=O)oc4c3)c(=O)oc2cc1OC1OC(COC(=O)CC(C)(O)CC(=O)O)C(O)C(O)C1O (stereo not drawn)	-0.05	1250	-5	-8	-0.21	-0.28	0.25	0.61	i	i	14	3.9	3.9	2.0	2.9%	18%	x	x
30	Cc1ccc(NC(=O)c2ccco2)cc1NC(=O)CSc1nnc(-c2cccs2)n1C	-0.15	1355	-17	-4	0.49	-0.26	0.49	0.18	i	i	-11	2.1	1.6	0.3	-0.7%	5%	-1.1	1090
31	CCCC(=O)Nc1nc2c(c(=O)[nH]1)CCCC2	x	x	-20	-36	-1.4	-0.27	-0.93	1.5	i	i	3	3.0	1.7	2.3	0.2%	2%	-15	1179
32	O=c1c2ccccc2n(CC(O)CN2CCCCC2)c2ccccc12 (stereo not drawn)	0.07	1011	x	x	-0.39	-0.014	0.16	-0.17	i	x	x	x	x	x	1.2%	9%	-0.2	1268
33	O=C(CN1CCOCC1)Nc1ccccc1NC(=O)C1CCN(c2ncccn2)CC1	-0.3	1081	-7	7	-0.29	-0.16	-0.21	0.76	i	i	8	3.9	2.3	10	-1.9%	-3%	-5.0	946
34	COC(=O)c1sc(-c2cccs2)cc1NC(=O)/C=C/C(=O)O	x	x	x	x	-1.4	-0.16	-0.64	0.0033	i	x	x	x	x	x	3.9%	-21%	-1.0	1274
35	Cc1ccc(-n2c(O)c(C=Nc3ccccc3-c3n[nH]c(=S)[nH]c3=O)c3ccccc3c2=O)c(C)c1	0.47	1523	15	8	-0.82	-0.24	-0.41	0.41	i	i	15	1.7	1.3	2.9	24µM*	11%	0.1	1022

Part of the list above, reformatted:
Results follow in this order: Insulin prom up, Insulin prom up cell count, WT yeast gro inh, WT yeast gro inh mutant strain, Dynein cargo inh, Dynein cargo inh cytoplasmic EGFP, Dynein cargo inh nuclear GR-EGFP, Dynein cargo inh cell count, Yfh1-depleted yeast, Autophagy HCS, Autophagy HCS cell loss 18 h, MT stabilize HCS, MT stabilize HCS Hoechst-high %, MT stabilize HCS cytotoxicity %, HIV fusion peptide, AID2073, bCat nuc transl, bCat nuc transl cell count 5 µM
32	O=c1c2ccccc2n(CC(O)CN2CCCCC2)c2ccccc12 (stereo not drawn)
    0.07, 1011, x, x, -0.39, -0.014, 0.16, -0.17, i, x, x, x, x, x, 1.2%, 9%, -0.2, 1268
33	O=C(CN1CCOCC1)Nc1ccccc1NC(=O)C1CCN(c2ncccn2)CC1
    -0.3, 1081, -7, 7, -0.29, -0.16, -0.21, 0.76, i, i, 8, 3.9, 2.3, 10, -1.9%, -3%, -5.0, 946
